GLD-1 TGE inh: GLD-1-TGE RNA interaction inhibition (C. elegans) | Q17339 | purified GLD-1 + fluorescein TGE RNA, fluorescence polarization | inhibition, % at 5.96 µM | 0.44% of 320,000 active;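 active means percent inhibition above a per-plate cutoff, the plate mean of test compounds plus 3 SD, cut at about 30% in these data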;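 further: 0% = DMSO wells with GLD-1 and probe and 100% = wells lacking GLD-1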
CR mimetic SO: caloric restriction mimetics inhibiting age-related superoxide in yeast; S. cerevisiae aged cells, superoxide DHE fluorescence; active compounds read low; superoxide response (% of plate mean), % at 10 µM; 0.18% of 330,000 active; AID 2690;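 active means superoxide response under a set limit, about three screen SD below normal, cut at about 65% in these data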;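 further: yeast aged for seven days with compound at 30 °C before DHE staining; 100% = average MFI of all compound-treated wells on the plate with controls excluded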
MEX-5 binding: C. elegans MEX-5 TCR-2 RNA binding activity | AID 1832 | 0.38% of 300,000 active | activity score (negative = inhibition of binding), % at 10 µM | Q9XUB2 | MEX-5/FITC-TCR2 RNA binding, fluorescence polarization; active compounds read low;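 active means inhibition past about -25% in most replicates, and total fluorescence under double the plate's negative control median, limit read from the data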;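 further: 0% = DMSO and -100% = 5 µM competing unlabeled TCR2 RNA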
CIT2 TOR yeast: yeast TOR pathway CIT2-GFP modulation. S. cerevisiae CIT2-GFP strain, flow cytometry, 3 h; 100 means same as DMSO wells. 0.065% of 320,000 active. GFP response vs DMSO, % at 10 µM;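 active means GFP response relative to DMSO above a set limit, near the screen mean plus 3 SD, cut at about 150% in these data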;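 further: ratio of well median GFP fluorescence to mean of DMSO wells on the plate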
Bcl-xL primary: Bcl-xL (human) inhibition; 0.7% of 320,000 active; GST-Bcl-xL / FITC-Bim BH3 peptide fluorescence polarization; AID 2129; inhibition, % at 10.9 µM; Q07817;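 active means inhibition above the mean of all tested compounds plus 3 SD, cutoff set per campaign, cut at about 30% in these data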;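 further: 0% = DMSO wells and 100% = unlabeled Bim-BH3 peptide competitor; inhibitors lower millipolarization by displacing the labeled peptide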
Target sequence (Q07817 whole entry, looked up): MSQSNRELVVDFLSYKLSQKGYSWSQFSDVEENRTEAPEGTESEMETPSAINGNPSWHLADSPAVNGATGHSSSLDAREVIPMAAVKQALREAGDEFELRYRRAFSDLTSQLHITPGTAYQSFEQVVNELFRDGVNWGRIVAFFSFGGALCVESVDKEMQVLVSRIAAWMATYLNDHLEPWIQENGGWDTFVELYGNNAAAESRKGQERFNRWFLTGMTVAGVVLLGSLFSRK
AGP1-GFP MLPCN: alters AGP1-GFP fluorescence in TOR pathway yeast screen; S. cerevisiae AGP1-GFP multiplex flow cytometry, 3 h; GFP as percent of DMSO wells; GFP response vs DMSO, % at 10 µM; 0.02% of 320,000 active; AID 2066;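 active means GFP response relative to DMSO above a set limit, near screen average plus 3 SD, cut at about 150% in these data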;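 further: median GFP channel fluorescence of the gated AGP1 strain per well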
GRK2 aptamer HTS: blocks RNA aptamer binding to human GRK2; P25098; bead flow cytometry, FAM-aptamer displacement from GRK2; inhibition of aptamer binding, % at 10 µM; 0.59% of 330,000 active; AID 488847;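 active means inhibition of aptamer binding above 40%, roughly 3 SD of noise, on plates passing a quality check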;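 further: median bead fluorescence of bound FAM aptamer so fluorescent compounds give negative values; no value below 0 was filed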
Target sequence (P25098 whole entry, looked up): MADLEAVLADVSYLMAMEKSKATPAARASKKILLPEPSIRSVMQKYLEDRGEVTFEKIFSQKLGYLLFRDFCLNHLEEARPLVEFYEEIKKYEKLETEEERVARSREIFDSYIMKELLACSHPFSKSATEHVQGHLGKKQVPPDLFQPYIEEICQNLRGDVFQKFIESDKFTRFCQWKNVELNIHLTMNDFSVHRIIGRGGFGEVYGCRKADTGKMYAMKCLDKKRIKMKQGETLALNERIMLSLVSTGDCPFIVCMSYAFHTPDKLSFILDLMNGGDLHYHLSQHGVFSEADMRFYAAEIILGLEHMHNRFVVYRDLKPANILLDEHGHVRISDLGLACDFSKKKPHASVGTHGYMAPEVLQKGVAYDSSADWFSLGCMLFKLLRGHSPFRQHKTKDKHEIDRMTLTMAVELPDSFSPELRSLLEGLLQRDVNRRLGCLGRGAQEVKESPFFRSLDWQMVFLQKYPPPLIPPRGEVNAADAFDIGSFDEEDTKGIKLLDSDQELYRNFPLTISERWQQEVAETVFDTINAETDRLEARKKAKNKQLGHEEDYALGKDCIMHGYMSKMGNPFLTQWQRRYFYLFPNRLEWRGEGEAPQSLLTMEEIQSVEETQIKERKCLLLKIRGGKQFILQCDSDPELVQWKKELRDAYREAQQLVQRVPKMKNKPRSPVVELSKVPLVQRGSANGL
MCL1 BIM primary: inhibitors of human MCL1 binding to BIM-BH3 peptide; GST-MCL1 / FITC-Bim-BH3 fluorescence polarization; inhibition, % at 10.9 µM; 0.68% of 320,000 active; AID 2057;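 active means inhibition above the mean inhibition of all tested compounds plus 3 SD, set per campaign, cut at about 40% in these data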;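 further: 0% = DMSO wells and 100% = unlabeled Bim-BH3 peptide control; higher means more loss of mP so more displacement of Bim peptide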
VLA-4 inh: inhibition in a human VLA-4 binding assay. 0.2% of 330,000 active. AID 2557. VLA-4 expressing cells, ligand binding flow cytometry. P13612. inhibition, % (about 7 µM as worked out from the volumes in the protocol); in the data active means inhibition above about 50%
* hit, by the source's call; x = no result given. Hits appear at their usual frequency. Share with any hit: about 2.1%.

SMILES	GLD-1 TGE inh	CR mimetic SO	MEX-5 binding	CIT2 TOR yeast	Bcl-xL primary	AGP1-GFP MLPCN	GRK2 aptamer HTS	MCL1 BIM primary	VLA-4 inh
O=C(OCC(=O)c1c[nH]c2ccccc12)c1cccc([N+](=O)[O-])c1	1	101	x	89	4	89	9	4	-105
N#Cc1ccc(-c2csc(NC(=O)C3CC3)n2)cc1	-7	100	4.3	100	0	92	2	2	7
CC(=O)Nc1ccc(NC(=O)C(=O)NCC(c2ccco2)N2CCc3ccccc3C2)cc1 (stereo not given)	3	105	1.0	106	5	108	0	0	6
N#CC(C#N)=Cc1cc2ccccc2nc1N1CCOCC1	0	110	0.7	x	-6	x	4	-27	27
Cc1ccc(NC(=O)C/C(N)=N/O)cc1Cl	6	105	1.8	97	3	103	0	0	-10
CCOC(=O)CNC(=O)CSc1ncnc2c1cnn2Cc1ccccc1	-5	116	1.1	89	-1	95	9	-7	0
CCOc1ccc(NC(=O)CCN2C(=O)c3cccc([N+](=O)[O-])c3C2=O)cc1	x	97	0.9	104	x	103	0	x	4
CCOC(=O)/C(C)=N/Nc1nc(-c2ccc(NC(C)=O)cc2)cs1	1	96	-0.5	90	4	104	1	3	-3
COc1cc2c(cc1OC)CN(C(=O)c1ccc([N+](=O)[O-])o1)CC2	3	87	-4.5	106	9	116	3	11	8
Cc1cccc(CN(C(=S)Nc2c(C)cccc2C)c2cccnc2)c1	8	97	0.7	109	2	85	0	5	1
Nc1c(C(=O)c2ccccc2)oc2ccccc12	5	108	0.1	89	4	80	0	5	-1
CC(C(=O)N1CCCCCC1)N(c1ccc(Cl)cc1)S(C)(=O)=O (stereo not given)	12	109	-2.8	98	3	102	0	0	0
CS(=O)(=O)N1CCN(c2ccc(NC(=O)COc3ccccc3)cc2)CC1	0	106	-3.2	93	4	97	0	-2	1
CC(=O)N=c1sc(C(C)(C)C)c(C)n1C	2	94	1.8	96	5	95	0	1	-1
COc1ccc2oc(=N)c(C(=O)Nc3ccc(F)cc3)cc2c1	5	121	2.4	89	3	92	0	6	-13
C=CCSc1nc2ccccc2c(=O)n1Cc1ccccc1	1	102	-1.3	105	6	103	4	10	47
COc1cc(C2CC(=O)c3cnc(NC(=O)COc4ccccc4)nc3C2)cc(OC)c1OC (stereo not given)	6	99	-2.6	99	0	96	0	-1	0
Cc1ccc(NC(=O)CN2C(=O)NC(C)(CC(C)C)C2=O)c(Br)c1 (stereo not given)	4	82	x	122	x	102	0	x	5
Brc1ccccc1OCCCN1CCCC1	-8	92	0.3	103	4	96	0	-3	10
CC1CCCCC1NC(=O)COc1cccnc1[N+](=O)[O-] (stereo not given)	3	90	x	104	x	107	0	x	4
COc1ccc(N2C(=O)CCC(C(C)=O)=C2C)cc1	8	102	-0.4	90	5	95	1	5	-3
CCOc1ccc(NC(=O)CCS(=O)(=O)c2ccc(Br)cc2)cc1	4	119	0.0	107	1	101	83*	0	14
CC(C)CNC(=O)c1cccc(NC(=O)Cc2ccc(Br)cc2)c1	6	115	-0.2	92	1	98	2	-7	-9
CCC(C(=O)NC(C)c1ccccc1)C(=O)NC(C)c1ccccc1 (stereo not given)	-1	107	1.4	104	-2	102	1	-7	4
C=CCNC(=S)N1CCC(C(=O)c2ccc(C)cc2)CC1	-3	100	1.1	114	8	95	0	6	-6
O=C(O)CCn1cc(/C=N/O)c(-c2cccc([N+](=O)[O-])c2)n1	-2	102	0.4	90	2	88	1	0	17
COc1ccccc1N1CCN(c2ncnc3c2oc2ccccc23)CC1	-4	90	-0.7	101	2	97	0	-2	4
CCN1C(=O)c2ccc(C(=O)Nc3c(C)cc(C)cc3C)cc2C1=O	1	107	4.1	98	3	97	0	4	-1
COC(=O)N/N=C/c1ccccc1OCc1ccccc1	-4	94	2.1	98	6	96	5	1	2
Cc1ccc(C)c2sc(N3CCN(C(=O)c4ccc([N+](=O)[O-])o4)CC3)nc12	3	107	-0.8	91	3	107	5	2	13
O=C(Oc1cc(=O)n2ccccc2n1)c1ccccc1	-2	106	-2.3	92	-2	83	2	-6	29
CCOC(=O)c1csc(NC(=O)c2cc(OC)c(OC)c(OC)c2)n1	7	108	0.5	120	6	104	1	-1	-6
O=c1cc(O)nc(SCc2ccccc2)[nH]1	7	112	2.6	109	5	111	0	6	8
C=CCn1c(=O)c2c(nc3n2CC(C)CN3Cc2ccccc2)n(C)c1=O (stereo not given)	-3	90	-0.5	108	1	110	0	-4	-6
COc1cc(C(=O)O)c2c(c1C)OC(=O)c1c(C)cc(O)c(C=O)c1O2	0	133	0.2	89	-5	92	35	-7	22
O=C(c1ccco1)N1CCN(Cc2nnc(-c3ccccc3)o2)CC1	-1	111	-1.8	94	-1	98	0	6	1
CC1CCC(NC(=O)CN2CCN(S(=O)(=O)c3cccs3)CC2)CC1 (stereo not given)	-1	99	x	92	-5	95	1	2	11
CC(C)(C)NC(=O)/C(=C\c1ccco1)NC(=O)c1cccs1	-1	98	-0.4	94	4	93	0	-2	-3
CN(CC(=O)Nc1ccccc1Br)C(=O)CCCSc1nc2ccccc2[nH]1	-1	103	2.5	93	-8	103	4	-10	-2
Nc1ccc(Oc2ccc([N+](=O)[O-])cc2[N+](=O)[O-])cc1	0	101	-2.0	93	4	97	0	-1	-11
O=C(NC1CCCC1)C(c1cccnc1)N(CCc1ccccc1)C(=O)c1ccco1 (stereo not given)	-1	85	-1.1	110	3	107	0	8	-12
CCOc1ccc(NS(=O)(=O)c2cc(NC(=O)c3cccc(C)c3)ccc2Cl)cc1	1	101	-0.7	95	5	101	0	3	-1
CCOc1ccc(C(=O)/C=C/c2ccc(SC)cc2)cc1	7	89	-0.3	99	-1	107	1	-6	x
O=C(CNc1cccc(C(F)(F)F)c1)N/N=C/c1cn(-c2ccccc2)nc1-c1ccccc1	9	108	-1.2	94	0	102	12	12	3
COc1ccc(CCN2CC(C(=O)N(C)CCOc3ccccc3)CCC2=O)cc1 (stereo not given)	0	86	4.1	98	4	103	0	3	-121
Clc1ccccc1Cc1noc(CN2CCN3CCCC3C2)n1 (stereo not given)	2	88	-1.8	97	1	102	1	0	6
C#CCOCCOCCOCCNc1nc(N2CCN(C(=O)CCCCCCCCCCNC(=O)[C@@H](CCC(=O)O)n3cc(CCCCCN)nn3)CC2)nc(N2CCN(C(=O)CCCCCCCCCCNC(=O)[C@@H](CCC(=O)O)n3cc(CCCCCN)nn3)CC2)n1	0	94	x	83	8	84	4	4	14
CC(OC(=O)CNS(=O)(=O)c1ccc(C#N)cc1)C(=O)Nc1ccc(Cl)cn1 (stereo not given)	1	99	1.0	110	3	113	5	1	-6
COC(=O)c1ccc2c(=O)n(CCCN3CCCC3=O)c(=S)[nH]c2c1	9	90	-2.3	x	3	90	0	0	6
COc1ccc(NC(=O)C(C)N=C2NS(=O)(=O)c3ccccc32)cc1S(N)(=O)=O (stereo not given)	1	99	x	111	3	106	1	-1	25
COCCNC(=O)CSc1nc(-c2ccc(OC)c(OC)c2)cc(C(F)(F)F)n1	11	93	0.5	89	-3	88	1	1	13
CC(=O)Nc1ccc(N2CCCCC2)c(C(=O)Nc2cccc(C)c2)c1	6	99	-1.7	96	8	94	4	3	1
Cc1ccc(-n2c(P(C)(=O)O)nc3ccccc32)cc1	4	95	-0.3	88	-1	94	1	-5	1
CN(CC(=O)Nc1cccc(F)c1)C(=O)CCCN1C(=O)c2cccc3cccc(c23)C1=O	-3	100	0.3	89	5	97	1	1	8
Cc1ccc(S(=O)(=O)NCc2ccncc2)c(C)c1C	-1	108	-0.3	101	11	100	1	3	-9
CCc1ccccc1N1C(=O)CC(N2CCc3ccccc32)C1=O (stereo not given)	-1	100	-1.2	104	3	x	0	-3	2
Cc1ccc(-n2nnnc2CSc2nnc(-c3ccc(O)cc3)o2)cc1	5	96	-4.8	105	4	104	9	6	2
COc1ccc(CC(=O)OCC(=O)c2ccc(F)cc2)cc1	2	95	x	94	x	100	2	x	1
CCOC(=O)c1ccc(N2CN(CC)CNC2=S)cc1	-6	122	x	91	1	106	0	7	21
CCOC(=O)CSCC(=O)Nc1ccc(S(=O)(=O)N2CCCCC2)cc1	0	100	3.4	101	3	94	0	-1	2

(listing goes on)
SMILES	GLD-1 TGE inh	CR mimetic SO	MEX-5 binding	CIT2 TOR yeast	Bcl-xL primary	AGP1-GFP MLPCN	GRK2 aptamer HTS	MCL1 BIM primary	VLA-4 inh
COc1ccccc1N1CCN(C(=O)c2cc(C)oc2C)CC1	-4	106	-2.1	97	0	107	1	-2	-13
COc1ccc(-n2ccsc2=S)cc1	-4	91	0.1	92	4	97	1	4	-10
COCCCNC(=S)Nc1ccc2c(c1)OCCO2	-2	104	-0.4	97	3	97	2	2	11
CC(=O)c1sc(=S)n(-c2ccccc2)c1C	10	94	-2.5	100	5	108	3	12	-1
COc1ccccc1CNC(=O)c1cc(S(=O)(=O)N2CCCCC2)c[nH]1	1	112	-0.5	96	-1	103	15	-3	36
O=[N+]([O-])c1ccc(-c2cn3c(n2)SCC3)cc1	5	96	0.1	91	1	98	0	-7	0
Cn1c(=O)c2c(nc(NCCO)n2CCCc2ccccc2)n(C)c1=O	x	111	1.8	105	x	105	0	x	-6
CCCCC(SCC(=O)Nc1ccccc1)C(=O)O (stereo not given)	5	111	-0.2	99	6	101	2	2	-13
CC1=C(C#N)C(C(F)(F)F)(C(F)(F)F)N=C(c2ccco2)N1	3	117	-0.4	93	5	100	0	10	-1
NC1=NC(=O)/C(=C\c2ccc(O)c([N+](=O)[O-])c2)S1	6	121	-18	98	20	94	0	25	2
CCCCN(C(=O)CCSc1ccc(F)cc1)c1c(N)n(Cc2ccccc2)c(=O)[nH]c1=O	1	125	-1.1	103	3	115	0	-2	7
CC(=O)Nc1ccc(N(CC(=O)NCC2CCCO2)C(=O)CCC(=O)Nc2cc(C)on2)cc1 (stereo not given)	-3	91	-0.6	91	-5	90	1	-3	-2
CCN(c1ccccc1)S(=O)(=O)c1ccc(C(=O)NCCCN2CCOCC2)cc1	-2	102	x	105	0	105	0	2	-2
CC(=O)N1c2ccc(S(=O)(=O)N3CCCC3)cc2CC1C(=O)NCc1cccc(F)c1 (stereo not given)	-6	98	4.5	121	3	129	0	6	13
Cc1noc(C)c1NC(=O)Nc1ccc2c(c1)C(=O)N([C@H](C)CO)C[C@H](C)[C@@H](CN(C)C(=O)Nc1ccccc1)O2	1	95	x	98	x	110	3	x	17
O=Cc1ccc2oc3nc4n(c(=O)c3c(=O)c2c1)CCCS4	-1	99	-1.1	111	8	95	14	22	1

One compound at a time (already shown). Order of values: GLD-1 TGE inh | CR mimetic SO | MEX-5 binding | CIT2 TOR yeast | Bcl-xL primary | AGP1-GFP MLPCN | GRK2 aptamer HTS | MCL1 BIM primary | VLA-4 inh
COc1ccccc1N1CCN(C(=O)c2cc(C)oc2C)CC1 in the list: -4 | 106 | -2.1 | 97 | 0 | 107 | 1 | -2 | -13
N#CC(C#N)=Cc1cc2ccccc2nc1N1CCOCC1 in the list: 0 | 110 | 0.7 | x | -6 | x | 4 | -27 | 27
CCCCN(C(=O)CCSc1ccc(F)cc1)c1c(N)n(Cc2ccccc2)c(=O)[nH]c1=O in the list: 1 | 125 | -1.1 | 103 | 3 | 115 | 0 | -2 | 7
CCc1ccccc1N1C(=O)CC(N2CCc3ccccc32)C1=O (stereo not given) in the list: -1 | 100 | -1.2 | 104 | 3 | x | 0 | -3 | 2
CC(=O)N1c2ccc(S(=O)(=O)N3CCCC3)cc2CC1C(=O)NCc1cccc(F)c1 (stereo not given) in the list: -6 | 98 | 4.5 | 121 | 3 | 129 | 0 | 6 | 13

Assay outcomes from PubChem.
